TrxR1 substrate – substrates of rat thioredoxin reductase 1. purified TrxR1 substrate turnover, NADPH consumption readout. O89049. 390,000 compounds, 0.01% hits. Potency, µM (top dose mostly 114 µM), for the others: at the highest dose activity change, negative = substrate turnover; also: potency is read from the fitted curve at half-maximal effect; % is scaled to controls: 0 for no effect and ±100 for the full control effect; nearly all actives have a fitted effect of over 50% in size
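Rat TrxR1, dispensed at 90 nM, was prereduced with 400 uM NADPH (final) for 5 min at ~22 deg C, then incubated with compound 15 min before 400 uM selenite. A first-read NADPH fluorescence drop versus no-compound background flagged substrates.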
LDHA block – blocks human lactate dehydrogenase A. activity change, % (values are at about 110 or 230 µM). P00338. purified LDHA, NADH/diaphorase-resazurin fluorescence; active compounds read low. AID 1347041. 480,000 compounds, 0.15% hits; in the data active = activity change below about -30%; inconclusive = mostly about -25% to -30%;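 also: plate controls were DMSO wells for no effect and wells without enzyme for full effect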
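Enzyme activity of human lactate dehydrogenase 5 (2 nM; 0.06 mM NADH, 0.2 mM pyruvate, 5 min, RT) is measured via a resazurin/diaphorase fluorescence readout of residual NADH.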
USP1 inh – inhibitors of human USP1/UAF1 deubiquitinase; O94782; recombinant USP1/UAF1, Ub-Rhodamine cleavage fluorescence; Potency, µM (highest dose often 57.1 µM), inactives show at the top dose activity change, negative = inhibition, hits mostly inhibitors; 390,000 compounds, 0.23% hits; AID 743255; also: potency is read from the fitted curve at half-maximal effect; % is scaled to controls: 0 for no effect and ±100 for the full control effect; nearly all actives have a fitted effect of over 60% in size; inactives centre near -12
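USP1/UAF1 complex (1 nM) preincubated 15 min at room temperature with compound, then Ub-Rho substrate (150 nM final) added. Kinetic fluorescence at 480/540 nm over 6 reads at 60 s intervals; 50 mM HEPES pH 7.8, 0.5 mM EDTA, 0.1 mg/ml BSA, 1 mM TCEP, 0.01% Tween-20.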
PI4K2A block – blocks human PI4K2A kinase activity; activity change, negative = inhibition, % at 76.9 µM; purified PI4K2A, ADP-Glo luminescence, 1 h; active compounds read low; 420,000 compounds, 0.13% hits; in the data active = activity change below about -50%; inconclusive = mostly about -30% to -49%;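 also: -100% = wells without enzyme as full effect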
Target sequence (Q9BTU6 whole entry, looked up): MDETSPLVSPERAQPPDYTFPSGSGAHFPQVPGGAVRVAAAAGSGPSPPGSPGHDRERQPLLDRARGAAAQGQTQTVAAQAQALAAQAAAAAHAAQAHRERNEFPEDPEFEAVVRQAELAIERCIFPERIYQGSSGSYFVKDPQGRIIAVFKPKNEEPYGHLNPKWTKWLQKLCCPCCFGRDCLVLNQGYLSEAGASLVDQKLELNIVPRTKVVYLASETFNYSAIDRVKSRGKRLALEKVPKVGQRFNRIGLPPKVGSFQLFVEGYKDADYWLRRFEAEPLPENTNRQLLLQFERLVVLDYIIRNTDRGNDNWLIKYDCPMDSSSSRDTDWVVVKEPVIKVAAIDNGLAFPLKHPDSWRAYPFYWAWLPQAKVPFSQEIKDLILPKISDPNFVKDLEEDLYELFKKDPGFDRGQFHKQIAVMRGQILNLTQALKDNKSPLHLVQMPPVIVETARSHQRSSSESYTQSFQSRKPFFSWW
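PI4K2A activity was measured by ADP-Glo luminescence: enzyme (4 ug/mL stock) and phosphatidylinositol (1.2 mM stock) in Tris pH 7.5/MgCl2/EGTA/Triton X-100 buffer were reacted with ATP (300 microM stock) for one hour at ambient temperature.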
RXFP1 ag – RXFP1 (human) receptor agonism | Potency, µM (doses to about 57.5 µM), for inactives: top-dose activation, usual class: activators | HEK293T-RXFP1 cAMP TR-FRET, 30 min; response scale: percent of porcine relaxin response, buffer zero | 370,000 compounds, 0.3% hits | AID 2676 | Q9HBX9; also: potency is read from the fitted curve at half-maximal effect; % is scaled to controls: 0 for no effect and ±100 for the full control effect; nearly all actives have a fitted effect of over 60% in size; many of its hits are not listed in these tables
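HEK293 cells stably expressing RXFP1, treated 30 min at 37C with compounds plus PDE4 inhibitor Ro 20174; cAMP measured by HTRF TR-FRET. Normalized to buffer and 29 nM porcine relaxin; EC50 by Hill fit.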
Glioma ERSR ind – inducers of ER stress response in human glioma cells; U87-MG GRP78 promoter luciferase reporter, 16 h; Potency, µM, for the others: top-dose activation, hits mostly activators; 420,000 compounds, 0.02% hits; also: potency is read from the fitted curve at half-maximal effect; series mostly up to about 76 µM; % of control where 0% means no effect; nearly all actives have a fitted effect of over 35% in size
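Stably transfected U87-MG human glioma cells carrying a GRP78-based luminescent sensor were seeded at 1000 cells/well, pin-dosed with compounds and incubated 16 h. Luciferase reagent was then added, and end-point luminescence was read after 10 min at room temperature.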
Vif-A3F inh – blocks the Vif interaction with APOBEC3F; 390,000 compounds, 0.2% hits; AID 602313; HeLa A3F-eYFP + Vif (tagged APOBEC3F with the HIV-1 protein that degrades it), YFP fluorescence increase; Potency, µM (top dose mostly 46.1 µM), without a hit: top-dose activity, negative = active; also: potency is read from the fitted curve at half-maximal effect; % of control where 0% means no effect; nearly all actives have a fitted effect of over 65% in size
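Fluorescence increase (Ex 488/Em 500-530) after overnight compound treatment at 37 deg C flags inhibition of Vif-driven A3F-eYFP loss in stable HeLa A3F-eYFP/Vif cells seeded overnight beforehand.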
mIDH1 inhibitor – human IDH1 R132H inhibition | O75874 | IDH1-R132H enzyme, NADPH consumption, diaphorase/resazurin fluorescence | Potency, µM (highest dose often 76.6 µM), without a hit: at the top dose activity change, negative = inhibition, hits mostly inhibitors | 390,000 compounds, 0.093% hits; also: potency is read from the fitted curve at half-maximal effect; % is scaled to controls: 0 for no effect and ±100 for the full control effect; nearly all actives have a fitted effect of over 65% in size
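IDH1-R132H (0.5 ug/mL dispensed) in pH 7.5 Tris buffer was preincubated 30 min with compound, then given a substrate mix of 0.016 mM NADPH and 2 mM alpha-KG for 80 min at room temperature; remaining NADPH was read by diaphorase/resazurin fluorescence.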
Vif-A3G inh – Vif-A3G binding inhibition. Q9HC16. HeLa A3G-eYFP + Vif (tagged APOBEC3G with the HIV-1 protein that degrades it), YFP fluorescence, overnight. Potency, µM (top dose mostly 46.1 µM), for inactives: at the highest dose activity, negative = active, hits mostly inhibitors. 410,000 compounds, 0.076% hits;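 also: potency is read from the fitted curve at half-maximal effect; % is scaled to controls: 0 for no effect and ±100 for the full control effect; nearly all actives have a fitted effect of over 60% in size; hits raise eYFP signal because A3G escapes Vif-driven loss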
Target sequence (Q9HC16 whole entry, looked up): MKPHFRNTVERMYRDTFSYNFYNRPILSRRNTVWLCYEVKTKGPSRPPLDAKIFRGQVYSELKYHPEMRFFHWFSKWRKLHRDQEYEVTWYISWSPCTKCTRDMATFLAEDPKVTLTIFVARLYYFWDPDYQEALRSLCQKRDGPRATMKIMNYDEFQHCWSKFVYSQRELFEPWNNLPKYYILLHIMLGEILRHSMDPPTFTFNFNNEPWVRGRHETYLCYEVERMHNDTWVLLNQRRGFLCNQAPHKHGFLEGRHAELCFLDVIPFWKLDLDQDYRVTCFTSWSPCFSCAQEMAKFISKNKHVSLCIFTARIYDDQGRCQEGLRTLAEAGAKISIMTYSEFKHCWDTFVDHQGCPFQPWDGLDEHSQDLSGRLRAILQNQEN
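Read-out is eYFP fluorescence (Ex 488/Em 500-530) from Vif-expressing HeLa A3G-eYFP cells; more signal means A3G escaped Vif-mediated degradation. Cells plated overnight, compound pinned in, incubated overnight at 37 deg C.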
* marks the source's active call; other numbers are inactive results; [ ] = dose if it differs, or a comment. Unless noted, calls follow the shape of the dose curve; as a rule, active = well fitted curve in the direction sought with a large enough effect; inconclusive = small, poorly fitted or top-dose-only effect, or another doubt; inactive = no such curve, though single readings can be large; an effect the other way counts as inactive or inconclusive.

`O=C(Nc1ccc(N2CCOCC2)cc1)c1cnsn1` gave TrxR1 substrate 10%[57.1 µM], LDHA block 0, USP1 inh 0%, PI4K2A block -10, RXFP1 ag 6.1%, Glioma ERSR ind -12%, Vif-A3F inh -6%, mIDH1 inhibitor 5% and Vif-A3G inh 0%.
Screening Cc1ccc(S(=O)(=O)N2CCC(=O)N(CCOCc3cccc(C(F)(F)F)c3)CC2)cc1 returned TrxR1 substrate -10%, LDHA block 9, USP1 inh inconclusive, PI4K2A block 1, RXFP1 ag 2.2%, Glioma ERSR ind -2%, Vif-A3F inh -23%, mIDH1 inhibitor 0% and Vif-A3G inh 5%.
For Cc1cc(Cl)ccc1Oc1ncnc2onc(C)c12 the results were TrxR1 substrate -5%, LDHA block -6, USP1 inh -18%, PI4K2A block -1, RXFP1 ag -0.3%, Glioma ERSR ind -2%, Vif-A3F inh 0%, mIDH1 inhibitor 9% and Vif-A3G inh -1%.
`O=C(O)c1cccc(OCCN2CCCC2=O)c1` gave TrxR1 substrate 8%[57.1 µM], LDHA block -4, USP1 inh -18%, PI4K2A block 0, RXFP1 ag -1.2%, Glioma ERSR ind -3%, Vif-A3F inh -2%, mIDH1 inhibitor 5% and Vif-A3G inh -1%.
`Cc1ccc2c(c1)c1ccc3c(c1n2C)C(=O)C=CC3=O` gave TrxR1 substrate 3%, LDHA block 7, USP1 inh -22%, PI4K2A block -22, RXFP1 ag 0.8%, Glioma ERSR ind -2%, Vif-A3F inh inconclusive, mIDH1 inhibitor 41µM* and Vif-A3G inh -17%.
`Cc1ccc(C)c(Cn2c(=O)n(CCCC(=O)NCc3ccco3)c(=O)c3sccc32)c1` gave TrxR1 substrate -6%, LDHA block -2, USP1 inh -16%, PI4K2A block 2, RXFP1 ag 3.0%, Glioma ERSR ind -8%, Vif-A3F inh -9%, mIDH1 inhibitor 5% and Vif-A3G inh inconclusive.
Screening Cc1cc(OCc2cc(C(=O)NC(C)c3cnn(C)c3)no2)cc(C)c1Cl (configuration not stated) returned LDHA block 4, USP1 inh -27%, PI4K2A block -1, Glioma ERSR ind 0%, Vif-A3F inh 3%, mIDH1 inhibitor 8% and Vif-A3G inh -3%.
Screening Cn1nnc(NC(=O)c2ccco2)n1 returned TrxR1 substrate 2%, LDHA block -10, USP1 inh -14%, PI4K2A block 1, RXFP1 ag 1.2%, Glioma ERSR ind -1%, Vif-A3F inh -5%, mIDH1 inhibitor 2% and Vif-A3G inh 0%.
NS(=O)(=O)c1ccc(NC(=S)Nc2ccc(Br)c(Cl)c2)cc1 was read as TrxR1 substrate 4%[57.1 µM], LDHA block -9, USP1 inh -28%, PI4K2A block 5, RXFP1 ag -0.3%, Glioma ERSR ind -6%, Vif-A3F inh -1%, mIDH1 inhibitor 8% and Vif-A3G inh -3%.
`COc1cc(S(=O)(=O)N2CCOCC2)ccc1NC(=O)c1cc2c(s1)CCC2` gave TrxR1 substrate 10%, LDHA block -5, USP1 inh -21%, PI4K2A block -12, RXFP1 ag 4.2%, Glioma ERSR ind -3%, Vif-A3F inh 0%, mIDH1 inhibitor 5% and Vif-A3G inh 1%.
NC(Cc1ccc(C(F)(F)F)cc1)c1csc(Nc2nccc(C(F)(F)F)n2)n1 (configuration not stated) was read as LDHA block 0, PI4K2A block 0, Glioma ERSR ind -9% and Vif-A3G inh -5%.
For Cc1cc(C)nc(-n2nc(C)c3c(C(=O)O)cc(-c4cccc(Br)c4)nc32)n1 the results were TrxR1 substrate 41%[activator], LDHA block -5, USP1 inh -8%, PI4K2A block -3, RXFP1 ag 0.0%, Glioma ERSR ind -4%, Vif-A3F inh 4%, mIDH1 inhibitor -8% and Vif-A3G inh -2%.
Cc1ccc(Cn2ncc3c(NN)ncnc32)cc1 was read as TrxR1 substrate 4%[57.1 µM], LDHA block 2, USP1 inh -15%, PI4K2A block -1, RXFP1 ag -1.9%, Glioma ERSR ind -4%, Vif-A3F inh 1%, mIDH1 inhibitor 6% and Vif-A3G inh 3%.
For C=CCSc1nnc(NC(=O)Cc2ccc(OC)c(OC)c2)s1 the results were TrxR1 substrate 10%, LDHA block -11, USP1 inh -11%, PI4K2A block 0, RXFP1 ag 2.3%, Glioma ERSR ind -1%, Vif-A3F inh -12%, mIDH1 inhibitor 2% and Vif-A3G inh -3%.
COCCNc1nnc(SCC(=O)NC(=O)c2ccccc2OC)s1 was read as TrxR1 substrate -11%, LDHA block -5, USP1 inh -3%, PI4K2A block 3, RXFP1 ag -3.1%, Glioma ERSR ind -3%, Vif-A3F inh -27%, mIDH1 inhibitor 6% and Vif-A3G inh 0%.
Screening C=CCNC(=S)Nc1cccc(NC(=S)NCC=C)c1 returned TrxR1 substrate 2%, LDHA block -2, USP1 inh -13%, PI4K2A block -1, RXFP1 ag 0.9%, Glioma ERSR ind -2%, Vif-A3F inh -27%, mIDH1 inhibitor -2% and Vif-A3G inh 0%.
`Cc1ccc(NC(=O)CSc2nc3ccccc3c3nc(CCn4cncc4C)nn23)cc1F` gave TrxR1 substrate 1%[57.1 µM], LDHA block 3, USP1 inh -23%, PI4K2A block -2, RXFP1 ag 5.5%, Glioma ERSR ind -4%, Vif-A3F inh -26%, mIDH1 inhibitor -15% and Vif-A3G inh inconclusive.
`Cc1cccnc1NCc1ccc(O)c2ncccc12` gave TrxR1 substrate -12%, LDHA block 15, USP1 inh -8%, PI4K2A block -5, RXFP1 ag 1.7%, Glioma ERSR ind -3%, Vif-A3F inh 0%, mIDH1 inhibitor 5% and Vif-A3G inh -16%.
Screening CCOC(=O)c1c(S(=O)(=O)N2CCC(C(=O)N3CCN(c4ccccc4F)CC3)CC2)c(C)n(C)c1C returned TrxR1 substrate -7%[57.1 µM], LDHA block -7, USP1 inh -30%, PI4K2A block -1, RXFP1 ag 1.9%, Glioma ERSR ind 3%, Vif-A3F inh 1%, mIDH1 inhibitor -10% and Vif-A3G inh 0%.
For O=C(CCSc1ccccn1)Nc1ccc(Br)cc1 the results were TrxR1 substrate 3%[57.1 µM], LDHA block 0, USP1 inh 0%, PI4K2A block 2, RXFP1 ag 0.5%, Glioma ERSR ind -1%, Vif-A3F inh 6%, mIDH1 inhibitor 1% and Vif-A3G inh -5%.
Screening Cc1c(C)n(C(=O)CSc2nc3ccccc3[nH]2)c2ccccc12 returned TrxR1 substrate -1%, LDHA block -4, USP1 inh -5%, PI4K2A block 3, RXFP1 ag -0.8%, Glioma ERSR ind -4%, Vif-A3F inh -2%, mIDH1 inhibitor 2% and Vif-A3G inh 3%.
`COc1ccc(C2c3[nH]c4ccccc4c3C[C@H]3C(=O)N(c4ccccc4C(=O)N4CCC[C@H]4C(=O)O)C(=O)N23)cc1` (some centres not stated) gave TrxR1 substrate 3%, LDHA block -2, USP1 inh -21%, PI4K2A block 1, RXFP1 ag 1.7%, Glioma ERSR ind -4%, Vif-A3F inh -3%, mIDH1 inhibitor -9% and Vif-A3G inh -6%.
`COc1ccc(NC(=S)Nc2cccc(C)n2)cc1` gave TrxR1 substrate 4%, LDHA block -4, USP1 inh -16%, PI4K2A block -1, RXFP1 ag 4.8%, Glioma ERSR ind 3%, Vif-A3F inh 11%, mIDH1 inhibitor 1% and Vif-A3G inh 0%.
For COc1cc2nc(NCCCN3CCN(C)CC3)n3nc(-c4ccccc4)nc3c2cc1OC the results were TrxR1 substrate 14%, LDHA block 0, USP1 inh -24%, PI4K2A block 18, RXFP1 ag 1.3%, Glioma ERSR ind -4%, Vif-A3F inh -8%, mIDH1 inhibitor 1% and Vif-A3G inh 3%.
Screening CN(C)c1ccc(/C=C(\NC(=O)c2ccccc2)C(=O)NCCN2CCOCC2)cc1 returned TrxR1 substrate -6%, LDHA block -6, USP1 inh -19%, PI4K2A block 2, RXFP1 ag 1.5%, Glioma ERSR ind -2%, Vif-A3F inh -4%, mIDH1 inhibitor -1% and Vif-A3G inh -1%.
Screening COc1ccc(NC(=O)c2cc3ccccc3o2)c(OC)c1 returned TrxR1 substrate 7%[57.1 µM], LDHA block -1, USP1 inh -23%, PI4K2A block 1, RXFP1 ag 4.4%, Glioma ERSR ind -2%, Vif-A3F inh 1%, mIDH1 inhibitor 8% and Vif-A3G inh 1%.
`Cc1cccc(OCCn2c(=S)[nH]c3ccccc32)c1` gave TrxR1 substrate 8%[57.1 µM], LDHA block -3, USP1 inh -12%, PI4K2A block 1, RXFP1 ag -0.2%, Glioma ERSR ind 3%, Vif-A3F inh 2%, mIDH1 inhibitor 5% and Vif-A3G inh 1%.
Cc1ccc(-c2nn(-c3ccccc3)cc2/C=C/C(=O)Nc2cccc(S(N)(=O)=O)c2)cc1 was read as TrxR1 substrate 36%[activator], LDHA block -8, USP1 inh -22%, PI4K2A block 2, RXFP1 ag 0.4%, Glioma ERSR ind -3%, Vif-A3F inh 1%, mIDH1 inhibitor -6% and Vif-A3G inh -14%.

Screening results as filed in PubChem.

Not all compounds are listed, so the mix of outcomes need not match the whole.
